UPR CHOP act: apoptotic UPR (CHOP) activation | CHO-CHOP luciferase reporter, luminescence; percent of tunicamycin response over DMSO baseline | activation, % at 10 µM | actives 0.34% (n = 330,000);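 active = at 10 µM dose, activation of 40% or more, normalized to positive control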;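 note: 100% = tunicamycin at 10 µg/mL and 0% = DMSO alone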
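Material: CHO-CHOP cells, stable luciferase reporter of PERK-eIF2a-CHOP signalling; quantity: 500 reporter cells seeded per well; buffer or medium: F12 medium containing 10% fetal bovine serum; compound: one dose, 10 µM in 0.5% DMSO; incubation: 6 h compound treatment, 37 °C; measured by: Steady-Glo luciferase luminescence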
EBI2 block: blocks human EBI2 receptor beta-arrestin signaling; EBI2 beta-arrestin recruitment, luminescence, 7a,25-OHC stimulated; inhibition, % at 5 µM; actives 0.81% (n = 360,000); AID 651636; in the data active = inhibition above about 38%;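 note: enzyme fragment complementation signal reports receptor beta-arrestin coupling in cells; 0% = agonist plus DMSO wells and 100% = wells without agonist; some results beyond the cut were filed as inactive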
697 NFkB inh: lowers PMA/ionomycin-induced NF-kB signal in 697 B cells; 697 B-cell NF-kB luciferase reporter, 16 h; inhibition, % at 4 µM; actives 0.33% (n = 330,000); in the data active = inhibition above about 35%
Jurkat NFkB inh: lowers PMA/ionomycin-induced NF-kB signal in Jurkat cells; inhibition, % at 4 µM; AID 435003; actives 0.53% (n = 330,000); PMA/ionomycin-induced NF-kB luciferase reporter, luminescence; in the data active = inhibition above about 50%
Gli-Sufu antag: antagonists of Gli-Sufu signaling; Sufu-KO-LIGHT fibroblasts, Gli luciferase reporter luminescence; inhibition, % at 5 µM; actives 0.74% (n = 340,000);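 active = inhibition above about 55%, limit read from the data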;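 note: 0% = DMSO-treated cells and 100% = wells with medium but no cells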
CXCR6 inh: inhibitors of human CXCR6 receptor | AID 602244 | inhibition, % at 20 µM | O00574 | actives 0.36% (n = 360,000) | CHO-K1 PathHunter CXCR6 beta-arrestin, luminescence; in the data active = inhibition above about 34%, passing the limit was not always enough;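 note: antagonist mode with CXCL16 agonist at 10 nM final; 0% = 10 nM CXCL16 with DMSO and 100% = unstimulated wells without agonist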
Mdm2 MdmX PPI: disrupts the human Mdm2-MdmX interaction; O15151+Q00987; SaOS-2 split-luciferase Mdm2/MdmX complementation, luminescence; inhibition, % at 8 µM; actives 3% (n = 330,000); AID 485346;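 active = inhibition of at least 50% at 8 µM in the primary screen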
Target sequence (O15151 whole entry, looked up): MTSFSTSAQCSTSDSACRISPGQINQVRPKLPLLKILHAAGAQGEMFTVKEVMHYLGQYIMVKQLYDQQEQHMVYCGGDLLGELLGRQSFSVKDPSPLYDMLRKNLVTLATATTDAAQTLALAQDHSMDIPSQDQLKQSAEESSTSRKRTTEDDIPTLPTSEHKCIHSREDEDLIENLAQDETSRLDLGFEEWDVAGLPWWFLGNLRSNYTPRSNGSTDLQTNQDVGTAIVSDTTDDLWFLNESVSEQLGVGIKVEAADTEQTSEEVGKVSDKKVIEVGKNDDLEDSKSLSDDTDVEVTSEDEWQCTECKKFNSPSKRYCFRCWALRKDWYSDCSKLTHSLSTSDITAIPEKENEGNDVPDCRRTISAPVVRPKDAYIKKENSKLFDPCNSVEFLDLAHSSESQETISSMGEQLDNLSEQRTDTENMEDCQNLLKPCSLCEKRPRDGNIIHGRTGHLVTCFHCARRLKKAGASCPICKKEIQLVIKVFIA
Target sequence (Q00987 whole entry, looked up): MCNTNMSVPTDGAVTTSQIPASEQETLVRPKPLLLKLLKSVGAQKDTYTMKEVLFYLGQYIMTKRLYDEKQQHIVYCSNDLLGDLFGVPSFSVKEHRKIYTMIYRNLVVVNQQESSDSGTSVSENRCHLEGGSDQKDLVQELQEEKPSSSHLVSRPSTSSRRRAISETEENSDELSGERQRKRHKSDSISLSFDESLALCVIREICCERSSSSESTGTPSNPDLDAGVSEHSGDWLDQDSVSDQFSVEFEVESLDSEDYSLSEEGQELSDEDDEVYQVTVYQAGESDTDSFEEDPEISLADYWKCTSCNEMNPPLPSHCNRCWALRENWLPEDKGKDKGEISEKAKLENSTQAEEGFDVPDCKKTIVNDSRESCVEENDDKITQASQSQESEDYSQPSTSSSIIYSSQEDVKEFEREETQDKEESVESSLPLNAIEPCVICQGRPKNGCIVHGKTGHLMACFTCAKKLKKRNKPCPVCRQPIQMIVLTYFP
CCR6 antagonist: antagonists of human CCR6 receptor. P51684. CHO-K1 CCR6 PathHunter beta-arrestin, luminescence, CCL20-stimulated. inhibition, % at 20 µM. actives 0.49% (n = 340,000). AID 493098;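 active = compounds whose inhibition of the agonist-driven luminescence signal at 20 µM reaches about 50%, limit read from the data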;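 note: cells stimulated with CCL20 at 14 nM final; plate controls were DMSO with CCL20 for no effect and DMSO without agonist for full effect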
UPR XBP1 act: activators of adaptive arm of unfolded protein response (XBP1). activation, % at 20 µM. actives 0.33% (n = 330,000). AID 463104. CHO-XBP1 luciferase reporter, IRE1-XBP1 UPR activation, luminescence; percent of tunicamycin response, DMSO as zero;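 active = versus positive control, 20 µM dose yields 30% or more activation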;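 note: 100% = tunicamycin at 10 µg/mL and 0% = DMSO only wells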
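Assay system: CHO-XBP1 luciferase reporter cells; Schedule: 6 h treatment, 37 °C; Detection: glow luminescence from Steady-Glo reagent; Benchmarks: high control tunicamycin 10 µg/mL final, low control DMSO vehicle only.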
An asterisk follows results filed as active; nt = no result given.

SMILES	UPR CHOP act	EBI2 block	697 NFkB inh	Jurkat NFkB inh	Gli-Sufu antag	CXCR6 inh	Mdm2 MdmX PPI	CCR6 antagonist	UPR XBP1 act
O=C(COc1coc(CN2CCCc3ccccc32)cc1=O)Nc1cccc([N+](=O)[O-])c1	0.4	0	15	12	-7	-4	28	11	-2
CCC(=O)NC(c1ccc([N+](=O)[O-])cc1)c1c(O)ccc2ccccc12 (configuration not stated)	0.2	-16	12	3	2	-7	-11	8	-1
COc1ccc(CNC(=O)c2c(C)oc3c2C(=O)c2ccccc2C3=O)cc1	6.9	-4	-16	60*	64*	-4	81*	12	3
O=C(CCl)N1CCN2C(=O)c3ccccc3C12c1ccc(Cl)cc1 (configuration not stated)	-0.9	5	-3	-5	3	6	100*	20	-10
CC(C)(C)OC(=O)N/N=C\C=C\c1ccc2c(c1)OCO2	2.1	6	-84	-82	-63	-10	-157	-4	0
C=CCn1c(SCC(=O)Nc2ccc(N(C)C)cc2)nnc1-c1cccc(C)c1	0.7	3	10	8	-9	0	6	-3	3
CSc1ccc(/C=C(\NC(=O)c2ccccc2)C(=O)NN)cc1	0.1	1	17	-2	27	0	-15	11	0
COc1ccc(C(=O)NCCc2c[nH]c3ccccc23)cc1S(=O)(=O)N1CCCCC1C (configuration not stated)	0.5	7	-10	-15	12	-3	8	10	-4
c1ccc2c(-c3nc(C4CCCCC4)no3)cc(-c3ccncc3)nc2c1	0.0	-4	-6	-16	9	0	7	10	-1
CCn1c(Sc2nc(C)nc3scc(-c4cccs4)c23)n[nH]c1=O	-0.9	-16	-20	4	4	-11	14	2	-1
CCCSc1nc(O)c(C2OC(=O)c3c2ccc(OC)c3OC)c(=O)n1-c1ccccc1 (configuration not stated)	-0.4	6	-2	-2	0	6	7	10	-2
CCc1cc(=O)oc2cc(C)c3c(C)coc3c12	0.7	11	-10	-5	4	-11	2	-1	2
CC1=Nc2ccc3ccccc3c2C1(C)C	-1.8	-6	-10	-6	-24	7	19	13	0
CN(C)c1ccc(CNc2ncc(Br)cc2Br)cc1	6.0	5	-27	-37	7	0	-3	14	9
Cc1cc(C)nc(NS(=O)(=O)c2ccc(NC(=O)c3ccc(O)cc3O)cc2)n1	3.0	-2	7	-1	19	5	18	-5	1
Cc1ccc2[nH]c(=O)c(CN(Cc3ccc4c(c3)OCO4)Cc3nnnn3Cc3ccco3)cc2c1	-1.2	3	5	-12	6	6	19	18	-3
CCOC(=O)C(=Cc1ccccc1OC)C(=O)OCC	0.0	-12	-3	-2	1	6	26	16	2
CC(=O)N1CCN(c2ccc(N)cc2)CC1	-0.2	1	12	-3	-22	-7	-3	-8	-1
COc1ccc(C(C#N)c2cnccn2)cc1OC (configuration not stated)	-2.1	-18	-18	-4	0	-1	17	7	1
COc1ccc(N2CC(C(=O)Nc3nnc(SCc4ccccn4)s3)CC2=O)cc1 (configuration not stated)	3.3	6	-24	11	-3	3	3	-6	-1
COc1ccc(-c2nnc(SCC(=O)Nc3nncs3)o2)cc1	-4.1	-14	0	-3	3	-6	27	-4	-3
CN(C)C(=S)Nc1ccc2c(c1)OCCO2	1.0	7	-20	-13	8	4	-7	-2	-1
CC(/C=N/NC(=O)c1cc(C2CC2)[nH]n1)=C\c1ccccc1	3.3	-4	-26	25	-8	-4	40	3	0
O=C(COC(=O)c1c[nH]c2ccccc12)NC1CCCC1	-0.6	-8	-3	-20	-3	-1	10	4	5
CCOc1ccc(C2/C(=C(\O)c3ccc4c(c3)OCCO4)C(=O)C(=O)N2CCCn2ccnc2)cc1OC (configuration not stated)	2.2	-9	12	9	-5	-24	-17	10	-5
Cc1nn(-c2ccccc2)c(N)c1C1(O)C(=O)N(C)c2ccccc21 (configuration not stated)	2.0	4	-24	-4	3	1	2	-9	-2
O=C(Cn1nc(CNc2ccc(Cl)cc2)[n+]2c1CCCCC2)c1ccccc1	-0.4	-12	-19	-19	9	-1	-27	15	1
Nc1ccc(C(=O)Nc2cccc(N)c2)cc1	nt	-2	nt	nt	-13	-8	nt	4	nt
C=CC[C@@H](CC(=O)N(CCO)Cc1ccccc1)C(=O)N[C@@H](COC(=O)[C@@H](CC=C)Cc1ccc(F)cc1)Cc1ccccc1	7.5	8	-7	2	16	42*	63*	28	-3
COc1ccc(S(=O)(=O)N2CCN(C(=O)c3ccco3)CC2)c(C)c1C	1.3	-4	9	10	-1	-3	3	-4	-1
O=C(C[C@@H]1C/C=C\C[C@H](NC(=O)OCC2c3ccccc3-c3ccccc32)C(=O)OC[C@@H]2CCCN2C1=O)N[C@@H](CO)Cc1ccccc1	1.8	1	6	-2	33	-13	-30	-3	3
CCc1nn(CC(=O)Nc2cc(C)ccc2C)c(=N)s1	-0.3	-14	-3	-4	1	0	20	-10	0
COc1ccc(/C=C2\N=C(C)OC2=O)cc1OC(C)=O	1.9	5	20	-1	8	10	-2	29	-2
O=C1CC(CCC(=O)NC2CC2)c2ccccc2N1 (configuration not stated)	-1.0	-19	11	-6	6	3	10	3	-2
COc1ccc(-c2sc3ccc(N4CCOCC4)cc3c2-c2ccc(OC)c(F)c2)cc1	0.7	24	27	1	16	-9	13	5	1
CCOC(=O)CSc1ncnc2c1cnn2-c1ccc(Cl)cc1	2.9	22	-18	-5	6	4	-10	-41	0
O=C(O)c1cc(S(=O)(=O)NC23CC4CC(CC(C4)C2)C3)ccc1Cl	-0.9	-2	1	7	7	0	-28	6	-4
CCn1cnc2cc(NCc3cccc(OC)c3O)ccc21	2.5	-1	-2	-14	0	3	11	-12	-1
C/C=C/C(=O)Nc1cccc(C2=NOC3(C2)C[C@@H](C(N)=O)N(C(=O)c2cc([N+](=O)[O-])cc([N+](=O)[O-])c2)C3)c1 (some centres not stated)	1.7	-16	-15	-26	-9	-23	-22	-18	0
CCc1nnc(NC(=O)C2CCCN(C(=O)c3ccc(Cl)cc3)C2)s1 (configuration not stated)	4.5	-16	-23	-7	-14	-1	-35	-7	0
COc1cc(NC(=O)c2cccc([N+](=O)[O-])c2)ccc1NC(=O)c1ccco1	1.4	0	5	0	2	-10	-8	11	2
CC(C)OCCCN1C(=O)c2[nH]nc(-c3ccccc3O)c2C1c1cccc(Cl)c1 (configuration not stated)	-1.2	11	-5	-1	11	4	34	8	1
COc1ccc(OC)c(C2C/C(=N/O)C(C)C(c3cc(OC)ccc3OC)N2)c1 (configuration not stated)	nt	-6	nt	nt	-2	7	nt	13	nt
COC(=O)c1ccccc1NC(=O)C(C)c1ccc([N+](=O)[O-])cc1 (configuration not stated)	-0.7	4	-8	-5	1	0	-10	3	-1
CCc1ccc([C@@H]2CC=C(C(=O)O)CN2S(=O)(=O)c2ccc(C)cc2)cc1	-0.9	-16	8	4	-6	-27	11	-6	-1
CCOc1ccccc1NC(=O)CCC(=O)Nc1nnc(C2CCCCC2)s1	-0.8	-16	-7	2	44	7	4	28	1
Cc1ccc(-n2ccc(=O)c(C(=O)Nc3ccc(S(=O)(=O)N4CCOCC4)cc3)n2)cc1	0.7	-2	-15	7	-12	4	6	7	-2
O=C(O)c1ccc(NS(=O)(=O)c2cccc3nsnc23)cc1	0.9	2	-9	-13	1	-4	5	18	-2
NS(=O)(=O)c1ccc(CNS(=O)(=O)Cc2ccc(Cl)cc2)cc1	0.6	6	-2	5	1	7	16	21	-2
CCOC(=O)Cc1csc(SCC(=O)Nc2ccc3[nH]c(=O)[nH]c3c2)n1	0.2	6	3	-4	-3	0	2	6	-1
CCCCc1nnc(NC(=O)CN(C)S(=O)(=O)c2ccc(C)cc2)s1	-1.4	1	10	4	-2	1	13	-6	0
COc1ccc(-n2c(SCC(=O)NCC3CCCO3)nc3ccccc32)cc1 (configuration not stated)	-0.6	1	7	7	-3	-1	26	6	2
CCOc1ccccc1/C=N/NC(=O)CSc1n[nH]c(=O)[nH]c1=O	-1.2	-20	-6	-11	-13	-4	-32	5	-2
O=C(c1ccco1)N(CCCN1CCOCC1)c1nc(-c2ccc(F)cc2)cs1	0.9	18	3	-11	6	6	-1	-3	-3
COc1ccc(NC(=O)c2cc(S(=O)(=O)N3CCCCC3)ccc2N2CCCCC2)cn1	0.1	-1	-43	-15	-6	6	6	14	-1
Cc1cc(N2CCN(C)CC2)ccc1NC(=O)c1c2c(nc3ccccc13)CCN(Cc1ccccc1)C2	15	-5	10	77*	49	-11	100*	0	42*

Screening data (PubChem BioAssay)
